Assay outcomes (PubChem)
TEAD-YAP block = TEAD-YAP interaction inhibition. HEK-TIYL cells, TEAD-Gal4/YAP UAS-luciferase luminescence. inhibition, % at 9.12 µM. 640,000 compounds, 1.4% hits; in the data active = inhibition above about 32%;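 also: 0% = median of test compound wells and 100% = reference inhibitor wells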
MITF inh = human MITF inhibition, primary screen; AlphaScreen MITF homodimerization, bead proximity signal; AID 1259374; inhibition, % at 2.6 µM; O75030; 650,000 compounds, 0.91% hits; in the data active = inhibition above about 50%;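 also: 0% = vehicle wells with protein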
FBW7 act = activators of human E3 ligase FBW7 | 650,000 compounds, 0.13% hits | AlphaScreen FBW7–phospho-cyclin E peptide binding, activator screen | normalized activity (activation), % at 26.1 µM; in the data active = normalized activity above about 1.9%;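 also: purified mutant Fbw7 with reduced substrate affinity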
Target sequence (Q969H0 whole entry, looked up): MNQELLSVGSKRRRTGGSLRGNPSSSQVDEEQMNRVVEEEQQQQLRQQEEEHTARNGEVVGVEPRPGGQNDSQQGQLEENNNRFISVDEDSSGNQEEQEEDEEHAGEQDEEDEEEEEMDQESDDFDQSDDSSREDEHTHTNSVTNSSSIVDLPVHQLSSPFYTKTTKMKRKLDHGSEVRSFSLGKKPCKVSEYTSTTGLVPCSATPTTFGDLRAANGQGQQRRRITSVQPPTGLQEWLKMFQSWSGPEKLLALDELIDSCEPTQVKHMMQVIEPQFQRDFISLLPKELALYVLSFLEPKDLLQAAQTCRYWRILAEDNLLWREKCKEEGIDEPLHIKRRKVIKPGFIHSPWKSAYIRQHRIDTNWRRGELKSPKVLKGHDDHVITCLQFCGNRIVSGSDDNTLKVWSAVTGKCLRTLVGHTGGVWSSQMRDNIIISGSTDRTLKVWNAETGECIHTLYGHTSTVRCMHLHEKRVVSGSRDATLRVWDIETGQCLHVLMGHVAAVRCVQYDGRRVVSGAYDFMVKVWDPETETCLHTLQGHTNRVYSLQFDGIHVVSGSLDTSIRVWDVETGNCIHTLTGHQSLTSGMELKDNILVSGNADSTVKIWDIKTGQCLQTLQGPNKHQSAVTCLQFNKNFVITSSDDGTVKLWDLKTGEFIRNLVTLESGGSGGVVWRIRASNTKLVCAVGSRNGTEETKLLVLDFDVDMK
GPR151 activ = activates the human receptor GPR151. 650,000 compounds, 1% hits. activation, % at 11.2 µM. PathHunter beta-arrestin GPR151 cells, luminescence. AID 1508602. Q8TDV0; in the data active = activation above about 4.9%;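 also: 0% = median of compound wells and 100% = cells with positive control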
Target sequence (Q8TDV0 whole entry, looked up): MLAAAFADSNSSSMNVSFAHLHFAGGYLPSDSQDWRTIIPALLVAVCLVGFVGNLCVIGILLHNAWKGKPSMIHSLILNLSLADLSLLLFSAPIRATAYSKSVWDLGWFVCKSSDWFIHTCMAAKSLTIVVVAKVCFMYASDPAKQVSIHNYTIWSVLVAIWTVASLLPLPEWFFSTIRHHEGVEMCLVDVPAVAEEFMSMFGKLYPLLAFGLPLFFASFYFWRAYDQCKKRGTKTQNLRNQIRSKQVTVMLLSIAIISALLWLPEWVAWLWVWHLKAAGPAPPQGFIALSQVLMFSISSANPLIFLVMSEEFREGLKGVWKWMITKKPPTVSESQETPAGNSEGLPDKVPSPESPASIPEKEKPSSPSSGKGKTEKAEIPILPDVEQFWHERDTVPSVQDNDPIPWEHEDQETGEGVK
* = called active by the depositor.

Values run as follows: TEAD-YAP block	MITF inh	FBW7 act	GPR151 activ
- CC(C)n1cnc2c(NCc3cccnc3)nc(Nc3ccnn3C)nc21
→ -4	-3	0.3	-0.2
- N#Cc1ccc(C(=O)Nc2ccc(I)cc2Cl)c(F)c1
→ 2	2	0.1	3.9
- O=C1NC2(CCCCCC2)C(=O)N1CCOc1ccccc1F
→ -1	7	0.0	0.9
- CC1CCN(S(=O)(=O)c2ccc3c4c(cccc24)C(=O)N3)CC1
→ -5	5	-0.1	-1.0
- CNC(=O)CSc1nnc2c(C)cc3cc4c(cc3n12)OCO4
→ -4	17	0.1	-1.4
- Cc1ccc(CNC(=O)CN2C(C)CCCC2C)cc1 (stereo unspecified)
→ -8	-4	-0.1	1.4
- Cc1ccc(Cl)c(OCC(=O)Nc2cccnc2)c1
→ -62	-5	0.0	0.2
- COCCN(C(=S)Nc1cccc(C)c1)C(C)c1cccnc1 (stereo unspecified)
→ -5	3	0.0	1.5
- CCCCNC(=O)Nc1nnc(-c2ccc(OCC)cc2)o1
→ -6	-2	0.0	-0.6
- CCN1CCN(CCOCCOc2ccc([N+](=O)[O-])cc2)CC1
→ 4	72*	0.0	-2.1
- O=C1c2cccc3cccc(c23)C(=O)N1CCCc1nc2sc3c(c2c(=O)[nH]1)CCCC3
→ 1	4	0.3	1.4
- Cc1csc(=O)n1CCC(=O)NC1CCCCCC1
→ -11	3	-0.1	1.7
- CCCn1c(SCC(=O)Nc2sc3c(c2C(N)=O)CCC3)n[nH]c1=O
→ 6	7	-0.1	-1.3
- O=C(NC(O)C(=O)c1cccs1)c1ccncc1 (stereo unspecified)
→ 3	7	-0.1	0.9
- CC(=O)COc1ccc2c(-c3ccccc3)cc(=O)oc2c1C
→ -2	-10	0.1	1.0

Some of the entries above in a different format.
Structure	TEAD-YAP block	MITF inh	FBW7 act	GPR151 activ
O=C1NC2(CCCCCC2)C(=O)N1CCOc1ccccc1F	-1	7	0.0	0.9
CC1CCN(S(=O)(=O)c2ccc3c4c(cccc24)C(=O)N3)CC1	-5	5	-0.1	-1.0
CNC(=O)CSc1nnc2c(C)cc3cc4c(cc3n12)OCO4	-4	17	0.1	-1.4
Cc1ccc(CNC(=O)CN2C(C)CCCC2C)cc1 (stereo unspecified)	-8	-4	-0.1	1.4

More compounds.
Values run as follows: TEAD-YAP block	MITF inh	FBW7 act	GPR151 activ
- CC(C)NC(=O)c1cc2c(Cl)nc3ccccc3c2s1
→ -14	13	0.3	-1.2
- COc1ccc(CNC(=O)CCCCCn2c(SCC(=O)Nc3ccc(F)cc3)nc3cc4c(cc3c2=O)OCO4)cc1
→ -14	6	0.0	0.8
- COc1ccc(OC)c(NC(=O)COc2ccc([N+](=O)[O-])cc2)c1
→ 1	-3	0.1	0.8
- COc1ccc(-c2c(C)n([O-])c3c([n+]2=O)CCC3)cc1
→ -2	13	0.0	-1.5
- CC(C)Cc1cc(C(=O)NCCCN2CCOCC2)no1
→ -9	-11	0.0	-0.3
- Cc1ccc(OCC(=O)N/N=C\c2ccccc2O)c([N+](=O)[O-])c1
→ -3	19	0.1	-0.3
- Cc1cccc(NC(=O)CN(c2ccc(C(C)C)cc2)S(=O)(=O)c2c(C)n[nH]c2C)c1
→ 10	-1	-0.5	-0.2
- COc1cc2ccccc2cc1C(=O)Nc1ncnc2c1CCC2
→ -25	4	0.1	-0.9
- O=C(Nc1cccc(F)c1)c1cc2c(ccc3ccccc32)oc1=O
→ 1	4	0.5	-1.0
- O/N=C/Cc1[nH]c2ccccc2c1-c1ccccc1
→ 3	4	-0.1	0.3
- CC(C)CN(C(=O)CCc1ccccc1)c1nnc(-c2cccnc2)s1
→ -30	10	0.0	0.8
- NC(=O)Cn1c(=O)n(CCCS(=O)(=O)C2CCCCC2)c(=O)c2ccccc21
→ 2	3	0.0	-0.5
- COc1cccc2sc(N3CCN(C(=O)Cc4ccc(F)cc4)CC3)nc12
→ 7	-2	-0.1	-0.2
- CSc1cccc(NC(=O)C2C3C=CC4(O3)C2C(=O)N(Cc2ccc3c(c2)OCO3)C4C(=O)NC2CCCCC2)c1 (stereo unspecified)
→ -3	-3	0.0	0.7
- COCC(C)NS(=O)(=O)c1ccc(Cl)cc1F (stereo unspecified)
→ 6	-2	-0.1	-0.1

(listing goes on)
Values run as follows: TEAD-YAP block	MITF inh	FBW7 act	GPR151 activ
- O=C(O)CN(c1ccccc1)S(=O)(=O)c1ccc(Cl)cc1
→ 2	10	0.4	-0.3
- Cc1[nH]n(-c2ccccc2)c(=O)c1C(=O)c1cccc(F)c1
→ 46*	-9	-0.5	0.2
- CCOCCCNC(=O)/C(C#N)=C/c1c(Oc2ccc(C)cc2)nc2c(C)cccn2c1=O
→ 19	10	-0.1	-0.4
- COc1ccccc1CNC(=O)CSc1n[nH]c(N)n1
→ 10	18	0.7	-1.6
- NC1=NC(=O)/C(=C\c2ccccc2[N+](=O)[O-])S1
→ -12	0	-1.8	-2.8
- CC(=O)Cn1c(=O)c(=O)n(CC(C)=O)c2nonc21
→ 2	4	-0.1	-0.6
- CCN1CCN(C(=O)c2ccc(N)cc2)CC1
→ -2	1	-0.2	1.2
- O=C(O)CCC(NC(=O)c1cncc(Br)c1)C(=O)O (stereo unspecified)
→ 9	13	0.5	0.1
- O=C1OC(c2cccc([N+](=O)[O-])c2)=N/C1=C\c1cccc(I)c1
→ 4	4	0.1	2.1
- O=C(Nc1ccc(F)cc1)C1CCCN1c1nnc(N2CCCC2=O)s1 (stereo unspecified)
→ -2	2	0.1	0.1
- Cc1ccc(-c2nn3c(C)nnc3s2)cc1NC(=O)COc1ccccc1C
→ 2	7	0.6	-0.2
- O=c1[nH]c(C2CC2)nc2cc(-c3cnn(-c4ccc(N5CCOCC5)cc4)c3)ccc12
→ -3	-3	0.0	0.5
- COc1ccc(S(=O)(=O)NC(C)(C)CC(C)(C)C)cc1
→ 2	-10	-0.2	1.0
- CCCCNC(=S)Nc1ccc(C)c(S(=O)(=O)N(CC)CC)c1
→ -12	9	-0.1	0.3
- CCN(CC)C(=S)SCC(=O)c1cc(C)c(C)c(Br)c1O
→ 8	-8	-0.1	1.1

Additional results
Values run as follows: TEAD-YAP block	MITF inh	FBW7 act	GPR151 activ
- C=CCNC(=O)CN(c1ccccc1CC)S(C)(=O)=O
→ 1	12	0.0	-1.0
- CC(=O)C1=C(C)NC(=S)NC1c1cc(Br)ccc1O (stereo unspecified)
→ -1	23	0.7	-0.3
- Cc1nn2c(C(F)(F)F)cc(-c3ccc(Cl)cc3)nc2c1C(=O)Nc1ccc(OC(F)(F)F)cc1
→ 4	-1	0.1	-0.2
- COc1ccc(NC(=O)C(OC(C)=O)C(OC(C)=O)C(COC(C)=O)OC(C)=O)cc1 (stereo unspecified)
→ 9	4	1.6	-0.1
- Cc1ccc2c(c1)c1c(n2C)C(O)CCC1 (stereo unspecified)
→ -3	-9	0.0	-0.7
- COCCNC(=S)N=Nc1c(O)[nH]c2ccc([N+](=O)[O-])cc12
→ -2	4	0.0	0.8
- CC(=O)n1nc(-c2ccccc2)nc1N
→ -10	2	0.3	-0.1
- Cc1ccc(NC(=O)CSc2ccccc2C(=O)O)cc1
→ -10	4	0.2	4.2
- Cc1ccc(-c2cc(C(=O)Nc3nnc(C)s3)c3ccccc3n2)s1
→ 7	65*	0.2	1.2
- Cc1ccccc1NC(=O)C(=O)NCCC1CCCCN1S(=O)(=O)c1cccs1 (stereo unspecified)
→ 4	5	0.2	1.4
- Cc1cc(OCc2nc(-c3cccnc3)no2)ccc1Cl
→ -16	-17	0.0	1.8
- COc1ccc(Cl)cc1NC(=O)c1oc(=O)c2ccccc2c1-c1ccc(C)cc1
→ 6	6	0.1	2.2
- Cc1cc(NC(=O)Cn2c(=O)n(CCc3ccccc3)c(=O)c3ccccc32)n[nH]1
→ -5	7	0.1	0.2
- CCCN1C(=O)/C(=c2\sc3n(c2=O)C(c2ccc(OC(=O)c4ccco4)cc2)C(C(=O)OCCOC)=C(C)N=3)c2ccccc21 (stereo unspecified)
→ 1	-1	-0.1	0.9
- O=C(NN=C1CCC(c2ccccc2)CC1)c1ccc(F)cc1 (stereo unspecified)
→ -44	7	-0.1	0.8

More records follow.
Values run as follows: TEAD-YAP block	MITF inh	FBW7 act	GPR151 activ
- O=C(NCCCN1CCCC1=O)c1ccc(NCc2ccc(F)cc2)c(S(=O)(=O)Nc2cccc(C(F)(F)F)c2)c1
→ 1	15	0.0	-1.1
- O=C(CCC1CCN(C(=O)CSc2ccccc2)CC1)Nc1ccccc1
→ -7	0	0.0	0.0
- CSc1cccc(N2CC(c3nc4ccccc4[nH]3)CC2=O)c1 (stereo unspecified)
→ 8	6	0.1	2.2
- Cc1ccc(NC(=O)C2=C(O)CCn3c2nc2ccccc23)cc1
→ -2	-6	0.5	-1.3
- COc1cccc(CNC(=O)CNC(=S)N(Cc2ccccc2)Cc2cccs2)c1
→ 1	3	0.2	0.7
- O=C1C(c2ccc(F)cc2)N(Cc2ccc(F)cc2)C(=O)CN1C1CCCCC1 (stereo unspecified)
→ 1	15	-0.1	-2.0
- CC(=O)c1cccc(NS(=O)(=O)c2ccc(N)cc2)c1
→ 13	18	-0.1	-0.3
- Cc1ccc(C2CC(=O)NC3=C2C(=O)CC(C)(C)C3)cc1Br (stereo unspecified)
→ -3	-5	-0.2	-0.3
- NS(=O)(=O)c1ccc(CCNC(=O)c2ccccc2F)cc1
→ -2	1	0.1	4.4
- CCOC(=O)N1CCN(c2c(NCCN3CCCCC3CC)c(=O)c2=O)CC1 (stereo unspecified)
→ -1	-4	0.0	1.5
- C[C@H](O)[C@H]1NC(=O)[C@H]2CN(C(=O)c3ccccc3Cl)CCN2C1=O
→ 7	18	1.1	-1.8
- Cc1cc(/C=C2\C(=O)NC(=O)N(C)C2=O)c(C)n1C
→ 4	11	-0.2	-0.7
- COCCOC(=O)c1c(C)n(C)c2ccc(OC(=O)c3ccc(OC)c(OC)c3)cc12
→ -6	-8	0.0	-0.3
- OCCN1CCN(Cc2cc(Br)cs2)CC1
→ -5	73*	-0.1	0.2
- CCOC(=O)N1CCC(N2CCN(CCC(C)C)C(CCO)C2)CC1 (stereo unspecified)
→ 1	8	0.1	0.8

(more compounds)
Values run as follows: TEAD-YAP block	MITF inh	FBW7 act	GPR151 activ
- O=C(O)c1ccc(-c2n[nH]c(=O)c3ccccc23)cc1
→ 1	13	1.2	1.1
- Cc1cccc(C(=O)Nc2sc3c(c2C#N)CCCC3)c1
→ -57	1	-0.1	0.9
- O=C(NCc1n[nH]c(=S)n1-c1cccc(Cl)c1)c1ccc(S(=O)(=O)N2CCOCC2)cc1
→ 6	-3	-0.1	1.8
- CN(C)C(=O)C1CCC2(C)C(=O)OCC12C (stereo unspecified)
→ 0	3	0.0	0.3
- Cc1ccc(CN2C(=O)CN(C3CCC(C)CC3)C(=O)C2c2ccc(Cl)cc2)cc1 (stereo unspecified)
→ 8	-2	-0.1	-0.3
- Cc1cc(C)cc(NC(=O)Cc2noc3ccccc23)c1
→ -21	1	0.1	-1.7
- CC(C(=O)N1CCc2ccccc21)N1CCC(N2CCCCC2)CC1 (stereo unspecified)
→ 5	13	-0.1	0.1
- O=C(Cn1nnc2ccccc21)OCc1ccccc1Cl
→ 0	-8	-0.1	0.6
- CCn1c(SCCN)nnc1-c1ccco1
→ -1	31	-0.3	2.4
- CCOC(=O)Cc1csc(NC(=O)CC(C)(C)C)n1
→ -39	5	0.0	1.2
- Cc1c(C(=O)N2CCCCC2C)sc2ncn(CC(=O)Nc3ccc(C(C)C)cc3)c(=O)c12 (stereo unspecified)
→ 12	15	0.1	-0.4
- O=C(CSc1nc2ccccc2c(=O)n1CC1CCC(C(=O)NCc2ccccc2Cl)CC1)NC1CCCCC1 (stereo unspecified)
→ 3	5	0.0	0.5
- Cc1cccc(-n2nc3c(c2NC(=O)C2CCCCC2)CS(=O)C3)c1C (stereo unspecified)
→ -8	1	-0.2	-0.8
- Cc1ccc(SC(C)C(=O)NC2CCCC2)cc1 (stereo unspecified)
→ 14	2	1.1	-0.8
- COc1ccc(Cn2nnnc2C(C)N2CCN(C(=O)c3ccco3)CC2)cc1 (stereo unspecified)
→ -1	3	0.0	-0.6

Remaining list, next part
Values run as follows: TEAD-YAP block	MITF inh	FBW7 act	GPR151 activ
- O=C(COc1ccc(S(=O)(=O)N2CCCC2)cc1Cl)NCc1ccccn1
→ 11	1	-0.1	0.3
- COc1ccc(NC(=O)c2cc3ccc(O)cc3oc2=Nc2ccc(C(=O)O)cc2)cc1OC
→ -16	5	0.0	-7.8
- OC(COc1ccccc1CNCCc1cn[nH]c1)CN1CCc2ccccc2C1 (stereo unspecified)
→ 2	-13	-0.1	1.6
- CC(C)(C)COC(=O)NC(C)(C(F)(F)F)C(F)(F)F
→ 3	3	-0.1	-0.4
- CC1CCCN(S(=O)(=O)c2cccc(C(=O)NCCCN3CCCC3=O)c2)C1 (stereo unspecified)
→ -2	6	0.0	0.0
- O=C(NCCCN1CCCC1=O)C1CCN(c2nnc(-n3cccc3)s2)CC1
→ -4	-10	0.1	-2.2
- COC(=O)C1=C(N)OC2=C(C(=O)CC(c3ccccc3)C2)C1c1cccc([N+](=O)[O-])c1 (stereo unspecified)
→ 2	-7	0.2	-1.4
- COc1ccc(-c2cc(N)n(S(=O)(=O)c3ccc([N+](=O)[O-])cc3)n2)cc1
→ 10	9	-0.1	-0.2
- O=C(NCCc1nnc2n1CCN(Cc1ccc(Cl)cc1)CC2)c1ccoc1
→ 0	-9	-0.1	1.1

Another view of some results above.
> CC1CCCN(S(=O)(=O)c2cccc(C(=O)NCCCN3CCCC3=O)c2)C1 (stereo unspecified)
- TEAD-YAP block: -2
- MITF inh: 6
- FBW7 act: 0.0
- GPR151 activ: 0.0

> COC(=O)C1=C(N)OC2=C(C(=O)CC(c3ccccc3)C2)C1c1cccc([N+](=O)[O-])c1 (stereo unspecified)
- TEAD-YAP block: 2
- MITF inh: -7
- FBW7 act: 0.2
- GPR151 activ: -1.4
